# E coli WT exp = blocks growth of wild type E. coli BW25113; AID 710; OD600 absorbance; 98,000 tested, 0.15% active; growth inhibition, % at 100 µM;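 active = growth inhibition above about 50% at one test dose, limit read from the data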;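 also: growth measured after 20 h incubation at 37 °C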
# PLK1 PBD inh = Plk1 (human) PBD binding inhibition; P53350; Plk1 PBD phosphopeptide binding, fluorescence polarization; inhibition, %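 (tested at about 20 µM)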; 97,000 tested, 0.13% active; AID 693; in the data active = inhibition above about 34%, passing the limit was not always enough
# sEH inhibitor = soluble epoxide hydrolase (human) inhibition. 91,000 tested, 0.34% active. P34913. recombinant human sEH enzymatic activity assay. inhibition, % at 2 µM. AID 707; in the data active = inhibition above about 80%; also: values of inactives mirror those of a sister screen read the other way; many of its hits are not listed in these tables
# Target sequence (P34913 whole entry, looked up): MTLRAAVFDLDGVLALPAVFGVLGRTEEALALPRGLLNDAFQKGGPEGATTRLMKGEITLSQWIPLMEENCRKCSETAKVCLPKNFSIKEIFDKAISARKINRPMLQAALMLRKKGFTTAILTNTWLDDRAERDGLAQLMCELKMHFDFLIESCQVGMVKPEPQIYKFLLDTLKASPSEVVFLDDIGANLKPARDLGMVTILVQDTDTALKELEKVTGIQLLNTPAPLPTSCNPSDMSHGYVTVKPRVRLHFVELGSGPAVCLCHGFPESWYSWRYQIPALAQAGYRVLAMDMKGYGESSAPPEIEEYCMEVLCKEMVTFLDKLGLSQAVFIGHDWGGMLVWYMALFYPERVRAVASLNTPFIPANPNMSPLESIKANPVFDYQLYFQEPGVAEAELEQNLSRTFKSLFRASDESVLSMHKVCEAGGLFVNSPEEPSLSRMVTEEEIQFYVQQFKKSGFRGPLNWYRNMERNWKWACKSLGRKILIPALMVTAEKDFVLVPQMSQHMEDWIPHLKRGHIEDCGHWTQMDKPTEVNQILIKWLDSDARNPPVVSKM
# PLK1 inh = blocks human PLK1 kinase activity | P53350 | recombinant PLK1 kinase, TR-FRET peptide phosphorylation | inhibition, % at 10 µM | 97,000 tested, 0.53% active | AID 619;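 active = inhibition of 50% or more in the single-concentration screen; inactive = inhibition below 50%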;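 also: 0% = DMSO max control and 100% = H-89 dihydrochloride min control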
# cytoskel mod = cytoskeleton assembly modification; inhibition, % at 2 µM; AID 836; HUVEC TNFa F-actin phalloidin imaging, high content; 91,000 tested, 0.18% active;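 active = inhibition above the batch mean plus 3 SD and confirmed as a hit by visual image inspection, cut at about 30% in these data, passing the limit was not always enough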; also: strong numbers were not always called active
# hDAT+cocaine = modulates human dopamine transporter uptake under cocaine; B-score at 10 µM; LLC-PK1 hDAT cells, [14C]-dopamine uptake with cocaine IC80; actives deviate in either direction; 110,000 tested, 1.3% active; Q01959;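 active = Z score or B-score, a plate-position-corrected score, falls beyond the plate's 99.7% confidence bounds, in either direction; inactive = both scores lie inside the 99.7% bounds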;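 also: scored against the spread of the other compound wells on the same plate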
# TNFa cytotox = HUVEC cytotoxicity counter-screen, TNF alpha stimulated. cell count reduction, % at 2 µM. HUVEC TNFalpha-stimulated, Hoechst cell count, imaging. 93,000 tested, 0.17% active. AID 848;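 active = cell count reduction exceeding the screen mean by over 5 SD, scaled to untreated wells per plate, cut at about 78% in these data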;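 also: cells counted after 24 h of TNF alpha exposure following the 1 h pretreatment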
# VCAM1 TNFa inh = reduces TNF alpha induced VCAM1 expression in HUVEC; HUVEC TNFa-induced VCAM-1 immunofluorescence, high-content imaging; inhibition, % at 2 µM; 95,000 tested, 0.48% active;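 active = inhibition above the batch mean plus 3 SD, with images confirmed as a hit by eye, cut at about 37% in these data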;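 also: 0% = TNF-stimulated DMSO wells and 100% = unstimulated control wells; not every result past the cut was called active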
# HUVEC tox IL1B = HUVEC cytotoxicity counter-screen, IL-1B stimulated. HUVEC cell count loss, Hoechst imaging. cell count reduction, % at 2 µM. 94,000 tested, 0.41% active. AID 845;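 active = cell count reduction more than 3 SD above the screen-wide mean, cut at about 70% in these data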;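 also: normalized per plate to untreated control cells as the no-loss baseline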
# * = called active by the depositor; nt = not tested or not shown.
cpd	canonical_smiles	E coli WT exp	PLK1 PBD inh	sEH inhibitor	PLK1 inh	cytoskel mod
1	COc1ccc(C(c2nnnn2CS(=O)(=O)c2ccc(C)cc2)N2CCN(c3ncccn3)CC2)cc1 (stereo unspecified)	nt	3	1	-5	-1
2	O=c1c2ccccc2oc2nc(-c3ccco3)n(Cc3ccccc3)c(=O)c12	-16	-12	-4	-10	-4
3	NS(=O)(=O)c1ccc(CCNC(=O)CCCC2=NS(=O)(=O)c3ccccc3N2)cc1	0	46	-10	-16	nt
4	CCCS(=O)(=O)N1CCN(CC2CC3C=CC2C3)CC1 (stereo unspecified)	16	0	-7	-7	-7
5	NS(=O)(=O)c1ccc(CCNc2ncnc3c2c(-c2ccccc2)cn3-c2ccc(F)cc2)cc1	-6	13	0	-18	-10
6	Cn1ccnc1SC(=O)N1c2ccccc2Sc2ccccc21	-8	-15	-4	-5	4
7	O=C(Cc1cc(=O)oc2cc(O)ccc12)NCC1CCC(C(=O)O)CC1 (stereo unspecified)	-1	-10	-21	-3	4
8	O=C(O)c1ccc(SCc2cnc(Cl)s2)cc1	-11	20	12	-6	0
9	CC(OC(=O)c1ccc2ccccc2n1)C(=O)Nc1ccc(N2CCOCC2)cc1 (stereo unspecified)	-3	15	6	-12	6
10	Cc1nc(NCc2ccco2)[nH]c(=O)c1CCC(C)C	2	-10	1	-10	0
11	O=C(Nc1ccccc1)N1CCN(c2cccc(C(F)(F)F)c2)CC1	5	-8	19	-11	-2
12	CN(C)/C=N/c1c(C(=O)NCc2ccccc2)nnn1Cc1ccccc1	3	7	17	-8	-4

cpd	hDAT+cocaine	TNFa cytotox	VCAM1 TNFa inh	HUVEC tox IL1B
1	1.5	-37	15	38
2	-0.39	-18	-25	-38
3	-1.5	-7	2	-18
4	-0.013	-14	-5	1
5	2.5	14	-8	12
6	0.32	-43	4	-69
7	-0.37	-45	-16	-3
8	0.2	-12	18	-20
9	0.9	-44	12	-39
10	0.79	-19	2	0
11	0.27	-23	0	-14
12	0.029	-17	14	8

# Other structures follow:
cpd	canonical_smiles	E coli WT exp	PLK1 PBD inh	sEH inhibitor	PLK1 inh	cytoskel mod
13	CCOC(=O)/C=C1\NC(C)(C)Cc2cc(OC)c(OC)cc21	2	1	-8	6	26
14	CCN(C1CCCCC1)S(=O)(=O)c1ccc(S(=O)(=O)NCc2ccncc2)cc1	8	4	6	-4	-10
15	Cc1cc(C)nc(-n2nc(C)c(C3(O)C(=O)Nc4ccc(F)cc43)c2N)n1 (stereo unspecified)	3	-4	-5	-3	-13
16	COc1ccc(CC(=O)Nc2ccc(S(=O)(=O)N(C)C)cc2)cc1OC	-2	1	nt	-13	-14
17	COc1ccccc1/C=C/C(=O)NC(=S)N(C)C1CCCCC1	8	15	-27	-5	nt
18	c1ccc2c(c1)CCCN2Cc1nnnn1CC1CCCO1 (stereo unspecified)	4	-37	16	27	27
19	Cc1c(N=C/C=C/c2ccccc2)c(=O)n(-c2ccccc2)n1C	7	12	3	-5	-10
20	c1ccc(-c2nnc(SCc3nc4ccccc4[nH]3)o2)cc1	32	1	-4	-3	1
21	COC(=O)c1ccc(CSc2ncnc3c2oc2ccccc23)o1	-9	5	-2	-40	-4
22	Cc1c(NC(=O)c2ccccc2N(C)S(=O)(=O)c2ccccc2)c(=O)n(-c2ccccc2)n1C	-8	6	-7	-13	12
23	O=c1[nH]c2ccc(S(=O)(=O)N3CCCCC3)cc2o1	nt	14	3	-3	11
24	COc1cccc(/C=c2/s/c(=C(\C#N)C(=O)N3CCOCC3)n(-c3ccccc3)c2=O)c1	-10	-5	0	-15	8

cpd	hDAT+cocaine	TNFa cytotox	VCAM1 TNFa inh	HUVEC tox IL1B
13	0.74	-12	10	0
14	-1.4	-8	2	11
15	-0.081	1	12	17
16	0.47	1	2	-8
17	1.2	7	8	17
18	-0.081	-38	-8	-13
19	-0.45	-14	-15	-20
20	-0.078	10	14	11
21	-0.94	14	-9	18
22	0.23	nt	-16	-7
23	0.37	18	-8	35
24	-0.68	-4	13	-6

# Later entries.
cpd	canonical_smiles	E coli WT exp	PLK1 PBD inh	sEH inhibitor	PLK1 inh	cytoskel mod
25	O=C(NCC(=O)N(Cc1cccs1)C(C(=O)NC1CCCCC1)c1ccco1)c1cccs1 (stereo unspecified)	nt	13	0	-13	0
26	O=C(C1CCC(Cn2c(=S)[nH]c3ccccc3c2=O)CC1)N1CCN(c2ccccc2)CC1 (stereo unspecified)	nt	16	41	-3	-10
27	Cn1cnnc1SCC(=O)Nc1ccc2nc(SCc3ccccc3Cl)sc2c1	nt	-25	1	-9	-2
28	COc1ccc(N2CCN(CCNC(=O)Nc3ccc(Cl)cc3)CC2)cc1	6	8	25	-2	5
29	Cc1cc(=O)oc2cc(OC(C)C(=O)Nc3ccc(N4CCOCC4)cc3)ccc12 (stereo unspecified)	0	-11	-12	-16	0
30	O=C1CCC([N+](=O)[O-])C(c2ccccc2Cl)N1 (stereo unspecified)	-4	9	-1	-1	-8
31	Cc1ccc(-c2nnc(CSc3nnc(COc4ccccc4)n3-c3ccc(C)cc3)o2)cc1	-19	32	6	-2	nt
32	CCN(CC)c1ccc(/C=C2\C(=O)N(c3ccc([N+](=O)[O-])cc3)N=C2N2CCOCC2)cc1	nt	-16	5	-22	-1
33	C=CCCC(=O)Nc1nc(C)c(-c2csc(Nc3cccc(OC)c3)n2)s1	-9	7	17	9	7
34	COc1ccccc1-n1cnnc1SCc1csc(-c2ccccc2)n1	1	-12	-9	-13	0
35	COc1ccc(-c2nc(CSCC(=O)NC3CCCc4ccccc43)c(C)o2)cc1OC (stereo unspecified)	-3	-10	0	-16	5
36	COc1cccc(C(=O)N2CCN(Cc3ccc4c(c3)OCO4)CC2)c1OC	-12	-11	2	-1	5

cpd	hDAT+cocaine	TNFa cytotox	VCAM1 TNFa inh	HUVEC tox IL1B
25	1.7	-10	6	24
26	1.2	11	5	7
27	1.9	5	34	-6
28	-1.1	-24	-12	-29
29	-0.57	-8	-10	8
30	0.19	-12	4	-57
31	0.83	nt	nt	nt
32	nt	4	27	0
33	-0.67	-12	21	-10
34	2.4	-8	6	-14
35	1.9	-21	-1	-13
36	-0.43	-3	9	-23

# (listing goes on)
cpd	canonical_smiles	E coli WT exp	PLK1 PBD inh	sEH inhibitor	PLK1 inh	cytoskel mod
37	O=C(N/N=C/c1ccccn1)c1ccc(Br)o1	30	-43	2	-10	-13
38	CCC(=O)n1nc(-c2ccc(Cl)cc2)nc1NCc1ccccc1	-5	-22	nt	-16	-14
39	Cc1ccc(OCc2nc(-c3ccc(Cl)cc3)n[nH]2)cc1	-5	-15	18	-10	11
40	O=C(NCc1ccc2c(c1)OCO2)C1CCCN(C(=O)c2ccc(Cl)cc2)C1 (stereo unspecified)	2	-11	8	-14	0
41	CCOC(=O)CCc1n[nH]c(=O)[nH]c1=O	0	11	-3	-4	-7
42	CC(=O)N1N=C(c2ccc(Cl)cc2)OC1c1ccc(C(C)C)cc1 (stereo unspecified)	-1	9	-8	-5	23
43	CCOC(=O)c1cc2occc2n1CC(=O)N1CCN(C(=O)c2ccco2)CC1	-5	-12	nt	-8	10
44	Nc1nonc1-c1noc(CCCN2C(=O)c3ccccc3C2=O)n1	4	30	nt	-1	20
45	COc1cc(NC(=O)c2c(F)cccc2F)nc(OC)n1	2	21	-5	-11	54
46	CC(C)(C)NC(=O)C(c1ccncc1)N(Cc1cccs1)C(=O)Cn1nnc(-c2cccs2)n1 (stereo unspecified)	3	-3	-4	-16	13
47	Cc1oc(-c2cccs2)nc1CSCC(=O)NC1CC1	2	18	2	-10	-2
48	O=C(CSc1nnc(-c2ccco2)n1Cc1ccccc1)NCc1ccccc1	nt	7	2	-2	-14

cpd	hDAT+cocaine	TNFa cytotox	VCAM1 TNFa inh	HUVEC tox IL1B
37	-0.88	-5	7	-3
38	-0.042	-13	-1	15
39	1	16	4	0
40	-0.73	-20	12	-4
41	-0.02	nt	nt	-36
42	0.23	-4	2	16
43	-0.55	-27	3	-14
44	0.26	-27	-18	-33
45	-0.0026	6	-9	24
46	0.64	-15	5	-4
47	-0.34	1	-10	nt
48	0.27	-5	2	-21

# Entries 37 to 39 of the list above:
cpd	canonical_smiles	E coli WT exp	PLK1 PBD inh	sEH inhibitor	PLK1 inh	cytoskel mod
37	O=C(N/N=C/c1ccccn1)c1ccc(Br)o1	30	-43	2	-10	-13
38	CCC(=O)n1nc(-c2ccc(Cl)cc2)nc1NCc1ccccc1	-5	-22	nt	-16	-14
39	Cc1ccc(OCc2nc(-c3ccc(Cl)cc3)n[nH]2)cc1	-5	-15	18	-10	11

cpd	hDAT+cocaine	TNFa cytotox	VCAM1 TNFa inh	HUVEC tox IL1B
37	-0.88	-5	7	-3
38	-0.042	-13	-1	15
39	1	16	4	0

# Next part
cpd	canonical_smiles	E coli WT exp	PLK1 PBD inh	sEH inhibitor	PLK1 inh	cytoskel mod
49	Cc1cc(NC2CCCCC2)nc(-c2ccccc2O)n1	-5	-39	-1	-13	nt
50	CC1CCCN(c2ccc(C(=O)NCC3CCCO3)cn2)C1 (stereo unspecified)	1	2	2	-11	-5
51	O=c1[nH]n(-c2cccc3cccnc23)c(=O)c2ccccc12	-5	10	0	-1	30
52	O=C(O)c1ccc(NC(=O)C2CC=CCC2C(=O)O)cc1 (stereo unspecified)	-1	5	-8	-9	-6
53	CS(=O)(=O)N(CC(=O)NCC1CCCO1)c1ccc(Cl)c(Cl)c1 (stereo unspecified)	7	-33	14	-4	8
54	Cc1cc(N2CCOCC2)nc(SCC(=O)c2ccc(Cl)cc2)n1	-11	-14	-4	-7	-14
55	CN1CCc2ccccc2C1C1CCNCC1 (stereo unspecified)	-1	25	10	-13	2
56	CC(N1CCOC1=O)S(=O)(=O)c1ccccc1 (stereo unspecified)	6	-28	-4	-3	-9
57	O=S(=O)(c1ccccc1)N1CCN(Cc2ccccc2C(F)(F)F)CC1	-4	10	18	-5	nt
58	O=C(O)c1ccc(-c2ccccc2C(F)(F)F)o1	-7	-2	-14	3	8
59	Cc1c(C)c2ccc(OCc3ccc(C(=O)O)o3)c(C)c2oc1=O	3	-10	-4	-7	13
60	CCOC(=O)c1ccc(NC(=O)CSc2nnc(CNc3ccc(C)cc3)n2C)cc1	nt	0	4	-11	-2
61	Cc1ccc2nc(Cc3ccc(N)cc3)[nH]c2c1	10	-9	-13	-8	6
62	CCCCOCCCNC(=O)N[C@@H](CCSC)C(=O)OC	-12	-11	-1	-2	-12

cpd	hDAT+cocaine	TNFa cytotox	VCAM1 TNFa inh	HUVEC tox IL1B
49	-0.029	-10	5	-13
50	-0.29	14	12	-16
51	-0.51	-11	16	6
52	1.2	-16	1	-13
53	1.2	-33	4	-29
54	0.45	4	18	8
55	0.12	-31	-10	7
56	0.018	3	9	8
57	-0.22	nt	nt	-42
58	0.15	-9	3	18
59	-0.0013	-30	4	21
60	-0.83	-17	18	-29
61	1.3	3	0	20
62	-1.5	-4	5	-17

# Molecules from the list above containing fluorine:
cpd	canonical_smiles	E coli WT exp	PLK1 PBD inh	sEH inhibitor	PLK1 inh	cytoskel mod
5	NS(=O)(=O)c1ccc(CCNc2ncnc3c2c(-c2ccccc2)cn3-c2ccc(F)cc2)cc1	-6	13	0	-18	-10
11	O=C(Nc1ccccc1)N1CCN(c2cccc(C(F)(F)F)c2)CC1	5	-8	19	-11	-2
15	Cc1cc(C)nc(-n2nc(C)c(C3(O)C(=O)Nc4ccc(F)cc43)c2N)n1 (stereo unspecified)	3	-4	-5	-3	-13
45	COc1cc(NC(=O)c2c(F)cccc2F)nc(OC)n1	2	21	-5	-11	54
57	O=S(=O)(c1ccccc1)N1CCN(Cc2ccccc2C(F)(F)F)CC1	-4	10	18	-5	nt
58	O=C(O)c1ccc(-c2ccccc2C(F)(F)F)o1	-7	-2	-14	3	8

cpd	hDAT+cocaine	TNFa cytotox	VCAM1 TNFa inh	HUVEC tox IL1B
5	2.5	14	-8	12
11	0.27	-23	0	-14
15	-0.081	1	12	17
45	-0.0026	6	-9	24
57	-0.22	nt	nt	-42
58	0.15	-9	3	18
